Assay outcomes deposited in PubChem BioAssay by several laboratories.
Cdc42 wt GTP: modulators (inhibitors or activators) of GTP binding to human Cdc42 wildtype; P60953; GST-Cdc42 beads, Bodipy-GTP binding, flow cytometry; actives lie on both sides; percent activity (GTP binding), % at 10 µM; 190,000 tested, 0.2% active;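 active = percent activity GTP binding at least 20 points away from the 100% baseline, either down as inhibitor or up as activator; inconclusive = compound flagged as likely green fluorescent from well-wide comparison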;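 also: median bead fluorescence of bound Bodipy-FL-GTP at 100 nM; 0% = excess unlabeled GTP control and 100% = no compound control; below 100% means less GTP binding so inhibitor and above means activator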
Target sequence (P60953 whole entry, looked up): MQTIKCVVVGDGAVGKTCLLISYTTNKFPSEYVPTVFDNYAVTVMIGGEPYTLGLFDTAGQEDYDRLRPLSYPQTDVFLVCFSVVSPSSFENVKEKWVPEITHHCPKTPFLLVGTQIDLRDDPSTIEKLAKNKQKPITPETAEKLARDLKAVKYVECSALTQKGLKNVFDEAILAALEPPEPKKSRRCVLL
Rac1 act GTP bind: human Rac1 activated mutant GTP binding change; 190,000 tested, 0.11% active; GST-Rac1 activated beads, fluorescent GTP binding, flow cytometry; actives lie on both sides; 100% means binding = to untreated wells; percent activity (GTP binding), % at 10 µM;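 active = GTP binding at least 20 percentage points away from the 100% baseline, in either direction, so actives lie on both sides; inconclusive = Compound likely fluorescent itself, or too few beads counted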
Avidin bead fluor: compound fluoresces at 488/530 nm on avidin beads. compound fluorescence 488/530 nm, flow cytometry; active compounds read high. fluorescence (KMESF) at 10 µM. 220,000 tested, 0.38% active; in the data active = fluorescence above about 47; also: inactives centre near 10
Mcl1 Noxa PPI: disrupts binding of human Mcl-1 to Noxa peptide. TR-FRET Mcl-1/Noxa peptide binding, 2 h. 220,000 tested, 1.5% active. Q07820. inhibition, % at 21.7 µM;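 active = compounds that cut the protein-peptide binding signal by more than 50% relative to plate controls in a single-dose test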;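 also: His-tagged Mcl-1 with rhodamine Noxa BH3 peptide and terbium anti-His antibody; 0% = Mcl-1 plus Noxa peptide wells and 100% = peptide-only wells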
Target sequence (Q07820 whole entry, looked up): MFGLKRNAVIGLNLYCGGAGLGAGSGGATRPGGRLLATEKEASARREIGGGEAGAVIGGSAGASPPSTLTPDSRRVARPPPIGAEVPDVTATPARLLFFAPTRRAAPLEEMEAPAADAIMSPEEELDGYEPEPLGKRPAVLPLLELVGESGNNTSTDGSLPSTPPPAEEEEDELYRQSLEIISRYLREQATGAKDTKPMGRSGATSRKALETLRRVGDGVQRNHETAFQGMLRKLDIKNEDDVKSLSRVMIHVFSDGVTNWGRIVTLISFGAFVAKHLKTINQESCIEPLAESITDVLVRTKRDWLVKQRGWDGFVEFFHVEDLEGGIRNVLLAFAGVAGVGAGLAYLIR
Rab2 wt GTP: changes GTP binding to wildtype dog Rab2A, up or down. P61105. GST-Rab2 wt beads, Bodipy-GTP binding, flow cytometry. GTP binding activity, % at 10 µM. 190,000 tested, 0.19% active;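 active = GTP binding activity at least 20 points away from 100%, either lowered or raised; inconclusive = signal likely due to the compound's own green fluorescence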;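 also: 0% = beads with excess unlabeled GTP and 100% = no-compound control corrected for plate trend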
Rac1 wt modul: human Rac1 wildtype GTP binding, inhibitors and activators; 190,000 tested, 0.27% active; GST-Rac1 beads, fluorescent GTP binding, flow cytometry; actives lie on both sides; 0 = cold GTP competed, 100 = untreated; AID 757; P63000; GTP binding activity (% of control), % at 10 µM;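 active = GTP binding activity at least 20 points away from the 100% control level, either lower or higher; inconclusive = compound flagged as likely green fluorescent, judged across all proteins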
Rab7 wt modul: alters GTP binding to wildtype dog Rab7 | GST-Rab7 beads, fluorescent GTP binding, flow cytometry; actives lie on both sides; untreated = 100%, excess cold GTP = 0% | GTP binding activity (percent of control), % at 10 µM | 190,000 tested, 0.055% active | AID 758;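 active = fluorescent GTP binding to Rab7 beads changed by at least 20 points from the 100% baseline, either direction, mostly lower; inconclusive = compound itself probably fluorescent, or too few beads counted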;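 also: median green fluorescence of bound Bodipy-FL-GTP per Rab7 bead population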
HRas wt GTP: modulators of GTP binding to human HRas wildtype; P01112; GST-Ras wt beads, Bodipy-FL-GTP binding, flow cytometry; actives lie on both sides; GTP binding activity, % at 10 µM; 190,000 tested, 0.14% active; AID 759;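 active = GTP binding activity at least 20% away from the 100% baseline, either lowered as inhibitor or raised as activator; inconclusive = flagged as likely green fluorescent, judged across all proteins in the well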;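 also: 0% = unlabeled GTP competition control and 100% = no-compound control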
Target sequence (P01112 whole entry, looked up): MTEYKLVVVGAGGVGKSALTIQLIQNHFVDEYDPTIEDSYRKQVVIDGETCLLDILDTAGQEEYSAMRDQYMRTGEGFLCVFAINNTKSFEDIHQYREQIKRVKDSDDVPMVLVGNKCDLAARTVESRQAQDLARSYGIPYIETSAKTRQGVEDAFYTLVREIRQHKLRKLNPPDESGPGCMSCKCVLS
Pf gametocyte: P. falciparum stage V gametocyte viability inhibition | 150,000 tested, 0.065% active | AID 743093 | P. falciparum stage V gametocytes, ATP luminescence, 24 h | inhibition, % at 10.9 µM;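 active = inhibition above the mean plus 3 SD of compounds within the control limits, set per campaign, cut at about 38% in these data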;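 also: 0% = DMSO wells and 100% = medium only without gametocytes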
Mcl1-Bid inh: disrupts binding of human Mcl-1 to Bid peptide | Q07820 | TR-FRET Mcl-1/Bid-Dy647 peptide binding, 1536-well | inhibition, % at 21.7 µM | 220,000 tested, 0.97% active | AID 1021;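 active = compounds that cut the binding signal by more than half at the single screening dose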;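 also: His-tagged Mcl-1 with europium anti-His antibody binding Bid BH3 peptide; 0% = Mcl-1 plus peptide wells and 100% = peptide-only wells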
GSH fluor: compound fluoresces at 488/530 nm on GSH beads | GSH beads flow cytometry, compound fluorescence 488/530 nm; active compounds read high | fluorescence (KMESF) at 10 µM | 190,000 tested, 0.25% active | AID 1776; in the data active = fluorescence above about 89;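 also: glutathione beads carrying GST-tagged Bcl family fusion proteins plus one bare bead set; values are compound well signal with DMSO vehicle wells as background; inactives centre near 16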
An asterisk follows results filed as active; u = inconclusive; x = not tested or not shown.

SMILES	Cdc42 wt GTP	Rac1 act GTP bind	Avidin bead fluor	Mcl1 Noxa PPI	Rab2 wt GTP	Rac1 wt modul	Rab7 wt modul	HRas wt GTP	Pf gametocyte	Mcl1-Bid inh	GSH fluor
Cn1c(=O)[nH]c(=O)c2c1nc(OC(=O)c1ccccc1)n2CC(O)COc1ccccc1 (centres undefined)	102	99	7	4	100	104	99	100	x	-19	6
O=C(CN1CCN(Cc2ccccc2)CC1)NCC1COc2ccccc2O1 (centres undefined)	102	100	8	-1	100	106	101	101	x	-11	18
Clc1ccccc1C1=CC(c2ccco2)n2nnnc2N1 (centres undefined)	97	98	6	16	94	100	95	96	7	-23	18
CCCCNC(=O)c1onc(CSc2ccccc2F)c1C(=O)O	96	96	19	4	98	99	103	98	-2	20	25
COC(=O)/C(C#N)=C/c1c[nH]c2ccccc12	89	92	9	3	93	87	103	93	-25	-23	12
CCCCCNC(=O)C1CC=CCC1C(=O)O (centres undefined)	102	99	23	16	98	108	95	100	8	-13	15
Cc1cc(C(=O)CN2CCC(C)CC2)c(C)n1-c1ccc(F)cc1	99	100	10	21	97	100	97	96	-7	-35	12
O=C(Nc1ccc2c(c1)oc1ccccc12)N1CCOCC1	99	96	4	0	97	99	95	98	x	10	23
Nc1ccc(C(=O)c2ccccc2C(=O)O)cc1Cl	103	99	6	16	103	102	101	102	x	-13	11
CCC(=O)Nc1ccc(Cl)c(NC(=O)c2ccc(Br)o2)c1	100	99	17	-4	99	99	101	99	x	-10	23
O=C(CN1C(=O)C2CC=C(Cl)CC2C1=O)N1CCOCC1 (centres undefined)	99	99	22	4	100	104	102	101	x	-2	14
CCOC(=O)/C=C1\NC(C)(C)Cc2cc(OC)c(O)cc21	100	96	12	-3	100	102	102	102	x	-77	37
Cc1ccc(-n2c(SCC(=O)NCc3ccco3)nc3nc4c(cc3c2=O)COC(C)(C)C4)cc1	101	98	23	29	98	103	99	98	x	-14	13
Cc1ccccc1OCc1nc(-c2ccc(NC(=O)c3cccs3)cc2)no1	99	100	14	-5	98	104	97	97	x	-7	4
Nc1nn2c(C(F)(F)F)cc(=O)[nH]c2c1N=Nc1cccc(F)c1	91	92	9	-5	91	93	94	92	x	-30	21
COc1ccc(NC(=O)CSc2nnnn2-c2ccc(OC)cc2)cc1	96	94	7	-19	95	97	93	95	x	-1	31
CCN1C(=O)c2cccc3c(S(=O)(=O)Nc4c(C)n(C)n(-c5ccccc5)c4=O)ccc1c23	93	87	6	0	89	91	94	90	14	-9	28
O=C(c1nn2c(C(F)(F)F)cc(-c3ccccc3)nc2c1Cl)N1CCOCC1	101	99	13	0	100	104	100	102	11	7	27
COc1ccc(NC(=O)c2sccc2-n2cccc2)cc1	102	94	10	-6	99	103	100	99	-4	-20	13
CC1CCC(C(C)C)C(OC(=O)CSc2nc(N)cc(=O)[nH]2)C1 (centres undefined)	101	97	8	0	102	99	95	101	x	-31	15
COCCN(C(=O)CCC(=O)Nc1cc(C)on1)C(C(=O)NC1CCCC1)c1ccccc1C (centres undefined)	93	95	5	5	96	97	100	97	17	-28	24
Cc1cc(C)nc(N2CCN(c3nc(C)cc(C)n3)CC2)n1	100	96	10	14	100	106	101	101	x	-18	23
O=C(CCSc1nc(-c2ccco2)cc(C(F)(F)F)n1)N1CCCc2ccccc21	94	96	14	10	100	100	99	99	x	-20	28
CCN(CC)S(=O)(=O)c1ccc(Cl)c(NC(=O)COc2ccc3c(C)cc(=O)oc3c2)c1	u	u	2	-15	u	u	u	u	5	-6	13
C=CCNC(=S)NCCCCC1NC(=S)N(CC=C)C1=O (centres undefined)	104	100	9	21	98	104	100	99	-4	-11	11
Oc1ccc(Nc2ncnc3scc(-c4ccccc4)c23)cc1	94	99	11	12	100	98	99	99	-6	-13	12
Cc1ccccc1OCC(=O)NNC=O	102	95	9	8	100	104	101	100	-14	-8	15
COc1cccc(C(=O)NNC(=O)Cc2cccs2)c1	97	94	13	8	99	101	105	99	-3	-3	9
CCN(CCO)C(=O)C(c1ccccc1)c1ccccc1	95	99	6	-8	96	99	95	97	4	-24	13
COC(=O)[C@H](CC(C)C)NC(=O)Nc1ccc2c(c1)OCCO2	96	99	19	-7	98	95	96	98	x	-15	9
CCOC(=O)c1cc(C)n(Cc2ccccc2)c1C	99	97	8	2	96	102	96	99	-5	-23	44
Cc1ccccc1NC(=S)N(CCc1c(C)[nH]c2ccc(F)cc12)Cc1ccncc1	96	95	26	-11	97	96	103	99	-6	-46	10
Cc1ccc(S(=O)(=O)Oc2ccc(/C=C(/NC(=O)c3ccccc3)C(=O)NCC(=O)O)cc2)cc1	99	93	10	12	94	99	101	96	22	16	53
O=C(Nc1cccc(Cl)c1Cl)C1CCN(c2ncccn2)CC1	103	100	29	-3	101	104	96	99	12	-14	23
Cc1nc2ccccc2c(C)c1C(=O)c1ccc(F)cc1	91	88	11	14	90	89	91	88	17	-8	22
N#C/C(=N\Nc1ccccc1Cl)C(=O)c1ccccc1	96	95	12	13	96	96	98	96	-53	4	19
Cc1ccc(C(C)C)c(OCCN)c1	103	101	4	11	101	102	101	101	-22	24	32
CCC(C)OC(=O)C1C(c2ccccc2)C(C(=O)O)C1c1ccccc1 (centres undefined)	98	94	35	-1	97	100	101	99	x	-8	23
CC(C)NC(=O)/C(=C\c1cccc([N+](=O)[O-])c1)NC(=O)c1ccccc1	101	97	9	x	98	95	96	98	x	-14	33
Cc1cccc(C)c1OCc1nc2ccccc2[nH]1	104	99	7	8	101	104	97	101	17	-18	11
O=c1c(Cl)c(NCc2ccc(F)cc2Cl)cnn1C12CC3CC(CC(C3)C1)C2	96	96	10	16	94	101	96	94	4	23	11
O=C(CSc1nc2ccccc2c(=O)n1-c1ccc(F)cc1F)c1c[nH]c2ccccc12	101	101	3	-35	100	105	99	101	x	-19	8
CC1CCN(S(=O)(=O)c2ccc(S(=O)(=O)NCc3ccco3)cc2)CC1	99	98	23	-15	100	101	98	101	x	-13	15
O=C(CCn1cccc1)N1CCc2ccccc21	102	97	6	14	100	100	101	100	x	-19	35
CCCCC1(CC(=O)OCC)C(=O)N(c2ccccc2)N(c2ccccc2)C1=O	98	99	2	9	99	101	98	97	-15	14	7
Cc1cccn2c(CNCCCn3ncc4ccccc43)c(C(=O)N3CCCCC3)nc12	99	100	11	-5	98	99	91	97	-9	-22	14
CN(C)c1ccc(NS(=O)(=O)c2cc(Cl)ccc2Cl)cc1	97	97	14	69*	97	103	102	99	3	-51	8
O=C1C2CC=C(Cl)CC2C(=O)N1CC1Cc2ccccc2CO1 (centres undefined)	98	94	6	13	96	99	98	97	x	-21	19
CCc1ccc(OCC(=O)NNC(=O)c2cc3ccccc3o2)cc1	97	95	11	14	102	103	105	101	5	-17	18
COc1ccc(Cl)cc1NC(=O)[C@@H]1CCCN1C(=O)c1cccs1	101	100	4	13	99	103	97	101	-3	-17	9

(next part)
SMILES	Cdc42 wt GTP	Rac1 act GTP bind	Avidin bead fluor	Mcl1 Noxa PPI	Rab2 wt GTP	Rac1 wt modul	Rab7 wt modul	HRas wt GTP	Pf gametocyte	Mcl1-Bid inh	GSH fluor
CCCCCCCCOC(=O)/C=C/c1c(C)[nH]c(=O)[nH]c1=O	102	100	13	-8	101	103	101	100	10	-3	6
Cc1nnc(N/N=C/c2ccccc2O)n1N	94	94	12	-7	95	94	96	94	-1	-61	19
CCc1nn2c(=O)cc(N3CCN(c4cc(C)nc5ccccc45)CC3)nc2s1	101	101	18	-7	101	103	104	102	x	4	15
O=C(O)c1cc(-c2cccs2)nn1-c1cccc(Cl)c1	84	81	11	8	85	83	94	88	13	-20	13
O=C(c1cccs1)N(Cc1cccc(Cl)c1)C1CCS(=O)(=O)C1 (centres undefined)	98	97	10	17	98	101	99	98	15	-20	52
CC(C)OC(=O)CSc1nc(Cc2ccccc2)nc2ccccc12	94	94	13	9	98	100	96	96	-19	-8	12
CCN(CCCNc1ncnc2nc[nH]c12)c1cccc(C)c1	99	98	7	21	98	97	96	100	x	-28	26
COc1cc(NS(=O)(=O)c2ccc(NC(=O)/C(=C/c3ccccc3Cl)NC(=O)c3ccccc3)cc2)nc(OC)n1	u	u	2	5	u	u	u	u	15	-39	6

Molecules from the list above that have a furan ring, fused or not:
SMILES	Cdc42 wt GTP	Rac1 act GTP bind	Avidin bead fluor	Mcl1 Noxa PPI	Rab2 wt GTP	Rac1 wt modul	Rab7 wt modul	HRas wt GTP	Pf gametocyte	Mcl1-Bid inh	GSH fluor
Clc1ccccc1C1=CC(c2ccco2)n2nnnc2N1 (centres undefined)	97	98	6	16	94	100	95	96	7	-23	18
O=C(Nc1ccc2c(c1)oc1ccccc12)N1CCOCC1	99	96	4	0	97	99	95	98	x	10	23
CCC(=O)Nc1ccc(Cl)c(NC(=O)c2ccc(Br)o2)c1	100	99	17	-4	99	99	101	99	x	-10	23
Cc1ccc(-n2c(SCC(=O)NCc3ccco3)nc3nc4c(cc3c2=O)COC(C)(C)C4)cc1	101	98	23	29	98	103	99	98	x	-14	13
O=C(CCSc1nc(-c2ccco2)cc(C(F)(F)F)n1)N1CCCc2ccccc21	94	96	14	10	100	100	99	99	x	-20	28
CC1CCN(S(=O)(=O)c2ccc(S(=O)(=O)NCc3ccco3)cc2)CC1	99	98	23	-15	100	101	98	101	x	-13	15
CCc1ccc(OCC(=O)NNC(=O)c2cc3ccccc3o2)cc1	97	95	11	14	102	103	105	101	5	-17	18

This is a random part of the collection (roughly 3% active in at least one column).
